MBNL1 CUG block – qHTS Assay for Inhibitors of MBNL1-poly(CUG) RNA binding. Muscleblind-like protein 1 (Homo sapiens), Q9NR56. TR-FRET MBNL1-His/biotin-(CUG)12 binding, 665/545 ratio. Potency, µM (titrated, usually from 57.5 µM), for the others: at the highest dose activity change, negative = inhibition, most hits filed as inhibitors. 280,000 compounds, 0.036% hits. AID 2675, 2010; active = well fitted inhibition curve with a large enough effect in the signal ratio, with a control signal flat, not every such curve was filed as active; inconclusive = small, poorly fitted or top-dose-only effect, or effect the other way, or a change in a side signal; inactive = no such curve, though single readings can be large or run the other way; the % refers to the signal ratio; also: potency is read from the fitted curve at half-maximal effect; % is scaled to controls: 0 for no effect and ±100 for the full control effect
Target sequence (Q9NR56 whole entry, looked up): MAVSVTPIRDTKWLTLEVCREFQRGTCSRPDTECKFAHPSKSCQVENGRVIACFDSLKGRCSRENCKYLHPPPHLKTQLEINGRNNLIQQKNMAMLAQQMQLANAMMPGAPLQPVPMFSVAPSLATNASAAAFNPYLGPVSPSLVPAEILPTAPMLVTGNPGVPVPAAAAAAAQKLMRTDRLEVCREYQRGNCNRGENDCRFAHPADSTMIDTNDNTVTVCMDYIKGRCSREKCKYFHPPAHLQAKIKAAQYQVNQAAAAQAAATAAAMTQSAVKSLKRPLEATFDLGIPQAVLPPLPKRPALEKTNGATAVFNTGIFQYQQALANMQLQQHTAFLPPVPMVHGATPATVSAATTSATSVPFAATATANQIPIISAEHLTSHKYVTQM
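Compounds (final 92 nM to 58 uM) are added to His-tagged MBNL1 and biotin-(CUG)12, then terbium anti-His antibody and streptavidin-XL665 (5 nM final). After 60 min at room temperature, the 665/545 nm ratio is read.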
MLL CXXC-DNA inh – qHTS Fluorescence Polarization Assay for Inhibitors of MLL CXXC domain - DNA interaction | Histone-lysine N-methyltransferase 2A (Homo sapiens), Q03164 | MLL-CXXC / FITC-HOXA9 DNA fluorescence polarization | Potency, µM (top dose mostly 115 µM), for the others: at the top dose activity change, negative = inhibition, most hits filed as inhibitors | 290,000 compounds, 0.037% hits; active = well fitted inhibition curve with a large enough effect in the polarisation, with a control signal flat, not every such curve was filed as active; inconclusive = small, poorly fitted or top-dose-only effect, or effect the other way, or a change in a side signal; inactive = no such curve, though single readings can be large or run the other way; the % refers to the polarisation; also: potency is read from the fitted curve at half-maximal effect
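Steps: dispense CXXC domain solution (7 uM) → pin compounds or unlabeled HOX-A9 DNA control → 5 min ambient → add FLSN-HOX-A9 solution (50 nM) → spin → 30 min ambient → fluorescence polarization. Tris pH 7.5/NaCl/DTT/BSA buffer.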
ASM inhibitor – Inhibitors of Secretory Acid Sphingomyelinase (S-ASM): qHTS. Potency, µM (doses to about 57.5 µM), for the others: at the highest dose activity change, negative = inhibition, usual class: inhibitors. 340,000 compounds, 0.006% hits. Sphingomyelin phosphodiesterase (Homo sapiens), P17405. AID 504937, 2011. placental ASM, HMU-PC fluorogenic substrate, 60 min; also: potency is read from the fitted curve at half-maximal effect
Target sequence (P17405 47-631 limits assumed): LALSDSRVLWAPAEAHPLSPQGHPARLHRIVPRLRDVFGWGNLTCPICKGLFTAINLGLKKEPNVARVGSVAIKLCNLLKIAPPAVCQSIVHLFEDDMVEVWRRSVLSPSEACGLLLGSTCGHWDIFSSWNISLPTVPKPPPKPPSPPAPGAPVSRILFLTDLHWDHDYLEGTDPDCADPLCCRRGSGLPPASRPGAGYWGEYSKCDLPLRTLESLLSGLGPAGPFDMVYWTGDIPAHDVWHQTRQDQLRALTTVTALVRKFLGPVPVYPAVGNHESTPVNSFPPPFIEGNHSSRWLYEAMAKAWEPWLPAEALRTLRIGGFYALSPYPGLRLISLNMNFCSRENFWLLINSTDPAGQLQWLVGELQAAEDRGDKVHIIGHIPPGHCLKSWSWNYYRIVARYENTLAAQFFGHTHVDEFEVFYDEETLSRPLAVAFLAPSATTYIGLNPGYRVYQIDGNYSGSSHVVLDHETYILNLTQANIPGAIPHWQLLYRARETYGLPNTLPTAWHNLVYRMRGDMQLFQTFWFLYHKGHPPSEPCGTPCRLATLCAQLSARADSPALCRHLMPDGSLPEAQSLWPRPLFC
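Human placenta-derived ASM enzyme was preincubated with compound for 10 minutes at room temperature, then given fluorogenic substrate HMU-PC0 (9 uM final) for 60 minutes at 37 °C; a pH 10 stop preceded fluorescence reading at Ex 386/Em 447 nm.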
PTAP TSG101 blk – qHTS Assay for Iinhibitors of HIV-1 Budding by Blocking the Interaction of PTAP/TSG101; Fluorescence polarization, FITC-PTAP peptide / Tsg101 binding; Tumor susceptibility gene 101 protein (Homo sapiens), Q99816; Potency, µM (top dose mostly 115 µM), for inactives: at the top dose activity change, negative = inhibition, usual class: inhibitors; 340,000 tested, under 10 active; active = well fitted inhibition curve with a large enough effect in the main read-out, with a control signal flat, not every such curve was filed as active; inconclusive = small, poorly fitted or top-dose-only effect, or effect the other way, or a change in a side signal; inactive = no such curve, though single readings can be large or run the other way; also: potency is read from the fitted curve at half-maximal effect; % of control where 0% means no effect
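Fluorescence anisotropy tracks displacement of a FITC-tagged PTAP peptide (50 nM) from the Tsg101 binding domain (10 uM), following a 20 min room-temperature incubation at pH 7.5.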
Menin MLL FP TR – qHTS Assay for Inhibitors Targeting the Menin-MLL Interaction in MLL Related Leukemias: Competition With Texas Red Labeled MLL-derived Mutant Peptide. O00255. Menin + Texas Red MLL mutant peptide, fluorescence polarization. Potency, µM (doses to about 61.6 µM), without a hit: top-dose FP activity change, negative = inhibition, usual class: inhibitors. 270,000 compounds, 0.23% hits. AID 1768, 2009; active = well fitted inhibition curve with a large enough effect in the polarisation, with a control signal flat, not every such curve was filed as active; inconclusive = small, poorly fitted or top-dose-only effect, or effect the other way, or a change in a side signal; inactive = no such curve, though single readings can be large or run the other way; the % refers to the polarisation; also: potency is read from the fitted curve at half-maximal effect; % of control where 0% means no effect; many of its hits are not listed in these tables
AT treatment – qHTS Assay for Identifying a Potential Treatment of Ataxia-Telangiectasia; 320,000 compounds, 0.19% hits; Potency, µM (doses to about 57.5 µM), for inactives: at the highest dose activation, usual class: activators; […] A-T fibroblasts, KAP-1 phosphorylation AlphaLISA; neocarzinostatin DNA damage 30 min before lysis; also: potency is read from the fitted curve at half-maximal effect; % of control where 0% means no effect; nearly all actives have a fitted effect of over 45% in size
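hTERT-immortalized A-T patient fibroblasts ([…]), 500 cells/well in OPTI-MEM, 1% FBS, got compounds for 60 min, then NCS for 30 min at 37C. Lysates were then assayed for phospho-KAP-1 by AlphaLISA (anti-pKAP1 donor, anti-KAP1 acceptor beads), 6 hr at 25C.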
TSHR antagonist – Antagonists of the Thyroid Stimulating Hormone Receptor: HTS campaign. Thyrotropin receptor (Homo sapiens), P16473. TSHR-expressing cells, TSH-stimulated cAMP HTRF, 2 h; active compounds read low. activity change, negative = inhibition, % at 11.5 µM. 330,000 compounds, 0.2% hits. AID 504810, 2011;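 active = activity change below a set negative limit, meaning inhibition stronger than a set level, cut at about -70% in these data; inconclusive = activity change between two set negative limits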; also: % is scaled to controls: 0 for no effect and ±100 for the full control effect
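Inhibition of cAMP made by TSHR-expressing cells under TSH stimulation (4nM final, EC80; 2 h, 37 deg C) is quantified with a one-step lysis HTRF kit, anti-cAMP cryptate versus cAMP-d2.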
a7 integrin act – qHTS for Activators of Integrin-Mediated Alleviation for Muscular Dystrophy; alpha7betagal myoblasts, beta-gal FDG fluorescence, 48 h; Potency, µM (highest dose often 38.3 µM), for inactives: at the highest dose activation, hits mostly activators; 350,000 compounds, 0.064% hits; AID 624291, 2012;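 also: potency is read from the fitted curve at half-maximal effect; 100% = response of the positive control SU9516; nearly all actives have a fitted effect of over 60% in size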
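Alpha7betagal+/- myoblasts (passage 13) were plated 16-24 hr, then exposed to compounds (1:260 dilution of DMSO stock) for 48 hours at 37C. After MPER lysis, β-galactosidase reporter activity was read as FDG fluorescence (ex 480/em 540) after 30 minutes.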
Mito fusion yeast – qHTS Assay for Small Molecule Inhibitors of Mitochondrial Division or Activators of Mitochondrial Fusion. S. cerevisiae fusion-defective mutant growth rescue, CellTiterGlo 48 h. Potency, µM (series often up to 46.1 µM), for inactives: at the top dose growth rescue (activation), usual class: activators. 320,000 compounds, 0.23% hits. AID 485298, 2010;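 also: potency is read from the fitted curve at half-maximal effect; % of control where 0% means no effect; nearly all actives have a fitted effect of over 45% in size; temperature-sensitive fusion mutants such as fzo1-1 at 37 °C on non-fermentable ethanol glycerol medium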
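Temperature-sensitive fusion-defective S. cerevisiae (e.g. fzo1-1, mgm1-5) were grown with compound in YPEG medium (3% ethanol, 3% glycerol) for 48 hours at 37C. Growth rescue was measured as viability by CellTiterGlo luminescence after 10 minutes at ambient.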
TCR act – Activators of T cell receptors: qHTS campaign | primary human leukocytes, anti-CD3, IL-2 HTRF, 48 h | Potency, µM (highest dose often 9.22 µM), inactives show at the top dose activation of IL-2 secretion, usual class: activators | 330,000 tested, under 10 active | AID 504894, 2011; also: % of control where 0% means no effect
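Readout: HTRF IL-2, Eu-cryptate/d2 antibody pair, 320nm excitation, 665nm emission. Stimulus: a-CD3 beads, no co-stimulation. Cells: primary human leukocytes. Exposure: 48 hr with compound.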
Numbers without * were called inactive; i = inactive; ? = inconclusive; . = no result given; [ ] = remark or other dose. Unless noted, calls follow the shape of the dose curve; as a rule, active = well fitted curve in the direction sought with a large enough effect; inconclusive = small, poorly fitted or top-dose-only effect, or another doubt; inactive = no such curve, though single readings can be large; an effect the other way counts as inactive or inconclusive.

Values run as follows: MBNL1 CUG block	a7 integrin act	Menin MLL FP TR	TCR act	Mito fusion yeast	ASM inhibitor	AT treatment	TSHR antagonist	PTAP TSG101 blk	MLL CXXC-DNA inh
> N/C(=N\OC(=O)c1ccccc1F)c1ccc([N+](=O)[O-])cc1
  ?	25%	?	12%	5%	-2%	-2%	-5	1%	9%
> CC(=O)c1cccc(N(CC(=O)NCC2CCCO2)C(=O)CCC(=O)Nc2cc(C)on2)c1 (stereo not drawn)
  -12%	13%	-10%	-7%	-2%	-3%	21%	-4	-2%	10%
> COc1ccc(/C=C/C(=O)NC(=S)Nc2ccccn2)cc1
  11%	-22%	17%	-10%	-27%	10%	0%	-3	-5%	-10%
> O=c1c2[nH]c3ccc(Cl)cc3c2ncn1CCN1CCCCC1
  -3%	12%	0%[11.7 µM]	-15%	2%	-2%	28µM*	-10	-6%	4%
> CC(=O)Nc1nc(C)nc(-c2ccccc2)c1C(C)=O
  -24%	-6%	-6%	1%	-1%	0%	-3%	4	-2%	7%
> Cc1cccc(N2C(=O)CC(SC(=Nc3ccccc3)Nc3ccccc3)C2=O)c1 (stereo not drawn)
  ?	-10%	-3%	0%	4%	?	-1%	-4	-3%	15%
> O=C(NCC1CC1)C1(C(F)(F)F)CC(CCCO)CCCO1 (stereo not drawn)
  .	2%	-19%	4%	.	2%	.	.	-9%	.
> CN1c2ccccc2C(=O)C(=C2SCCCS2)S1(=O)=O
  .	33%	.	7%	-2%	-1%	-10%	9	-3%	-6%
> COc1ccc(CN2CCN(C(=O)CCC(=O)c3ccc(C)s3)CC2)cc1OC
  .	-17%	.	-1%	3%	1%	-3%	-6	1%	.
> CCOc1ccc(/C=C(/NC(=O)c2ccccc2Cl)C(=O)O)cc1
  3%	-1%	1%	2%	1%	2%	-2%	-1	0%	7%
> O=C(c1cc(COc2cccc(C(F)(F)F)c2)on1)N1C[C@@H]2CCC[C@H]1C2
  -4%	-24%	.	-1%	-2%	-4%	7%	-9	0%	-11%
> CC(=O)NC1CC2CCCC(C1)N2C(=O)Nc1ccc(Cl)c(C(F)(F)F)c1 (stereo not drawn)
  2%	23%	15%	2%	0%	-2%	2%	-7	-2%	-4%
> Cn1cnnc1SC(C(=O)Nc1ccc(F)cc1)c1ccccc1 (stereo not drawn)
  -6%	-8%	?	1%	-1%	0%	2%	-2	0%	3%
> CN(c1cccc(NS(=O)(=O)c2cccs2)c1)S(C)(=O)=O
  -13%	35%	7%	2%	0%	3%	5%	18	-10%	5%
> Cc1cccc(NC(=O)CCc2c(C)nn(-c3ccc(N4CCCCC4)nn3)c2C)c1
  17%	1%	-1%	-5%	11%	-3%	7%	-8	-5%	-2%

Values run as follows: MBNL1 CUG block	a7 integrin act	Menin MLL FP TR	TCR act	Mito fusion yeast	ASM inhibitor	AT treatment	TSHR antagonist	PTAP TSG101 blk	MLL CXXC-DNA inh
> CCn1c(=O)c(C(=O)Nc2ccccc2)c(O)c2ccccc21
  2%	12%	37%[activator]	-1%	-2%	-6%	-1%	-15	-4%	1%
> Cn1cncc1C#Cc1c(-c2ccsc2)sc2ccccc12
  .	-31%	.	9%	.	4%	10%	-6	-3%	.
> NC(=O)Cn1c(=O)n(CCC(=O)Nc2ccc(F)cc2)c(=O)c2sccc21
  0%	-12%	13%	7%	-2%	2%	1%	-1	-4%	-1%
> CC1(C)CC(Nc2ccc(Nc3ccccc3)cc2)CC(C)(C)N1
  15%	-61%[inhibitor]	20µM*	4%	-17%	-9%	-10%	-15	-4%	-3%
> CC(C)NS(=O)(=O)c1ccc(CCC(=O)NCc2ccco2)cc1
  -2%	-12%	-18%	-8%	-3%	-2%	3%	8	-6%	-3%
> COc1cc2c(cc1OC)-c1cc3ccc4c(c3c[n+]1CC2)OCO4
  ?	8%	-25%	8%	24%	97%	17%	-27	?	-4%
> Oc1ccc(Cl)cc1CNCc1ccc(F)cc1
  .	20%	.	-1%	5%	6%	6%	-2	.	.
> C=CCOc1ccc(/C=C/C(=O)OCC(=O)NCc2cccc(OC)c2)cc1
  .	8%	.	-3%	-3%	-5%	14%	-9	-4%	.
> CN(C)CCCNC(=O)/C(=C/c1ccc(-c2ccc([N+](=O)[O-])cc2)o1)NC(=O)c1ccccc1
  ?	-37%	2%	-2%	-2%	6%	-6%	-2	-9%	6%
> Cc1ccccc1C(=O)NCCCNC(=O)c1ccccc1C
  .	-2%	.	-11%	.	-4%	.	.	-1%	.
> O=[N+]([O-])c1cccc2c(N3CCOCC3)ccnc12
  ?	11%	1%	-1%	4%	-1%	0%	-6	1%	3%
> CCCCN1C(=O)C(O)(c2ccccc2)c2cc(Br)ccc21 (stereo not drawn)
  -2%	0%	?	0%	-4%	-2%	-7%	2	-5%	3%
> Cc1cc(-c2n[nH]c(=S)n2/N=C/C=C/c2ccco2)n[nH]1
  5%	3%	.	0%	-6%	5%	6%	-9	-1%	-13%
> NC(=O)c1ccc(C(F)(F)F)n(Cc2ccc(Cl)cc2)c1=O
  -2%	-5%	17%	-2%	-2%	-10%	-3%	7	-5%	-3%
> COc1cc(C(=O)NCC(=O)N/N=C(/C)c2cccs2)cc(OC)c1OC
  .	-32%	-20%	-3%[46.1 µM]	-11%	7%	6%	-7	2%	7%

Values run as follows: MBNL1 CUG block	a7 integrin act	Menin MLL FP TR	TCR act	Mito fusion yeast	ASM inhibitor	AT treatment	TSHR antagonist	PTAP TSG101 blk	MLL CXXC-DNA inh
> CCCC1(C(=O)OCC)NC(c2ccc(OC)cc2OC)C2C(=O)N(c3ccc4c(c3)OCCO4)C(=O)C21 (stereo not drawn)
  2%	-11%	-17%	3%[46.1 µM]	0%	0%	-4%	-4	-12%	8%
> Cc1cccc(NC(=O)CN2C(=O)CCS(=O)(=O)c3ccccc32)c1C
  -1%	11%	13%	-4%	0%	8%	3%	11	-3%	-1%
> CCN(CC)CC(=O)c1ccc(-c2ccccc2)cc1
  4%	-4%[7.66 µM]	-14%	6%	4%	0%	-8%	13	-6%	17%
> CCN(CC(=O)NC(=O)NCc1ccccc1)Cc1ccccc1
  0%	6%	.	3%	1%	1%	-4%	-15	-4%	-1%
> Cc1ccc(C(=O)NCCCn2ccnc2)o1
  -1%	-17%	-5%	4%	3%	-2%	-3%	-7	-2%	-1%
> CC(C)(C)NC(=O)C(c1ccc(O)cc1)N(Cc1ccco1)C(=O)CCC(=O)Nc1ccccn1 (stereo not drawn)
  0%	0%	3%	3%	5%	4%	-4%	-13	-9%	-2%
> COC(=O)C1=CN(Cc2cccs2)C=C(C(=O)OC)C1c1ccc(OC)cc1OC
  15%	0%	0%	-5%	17%	i	4%[11.5 µM]	-9	-3%	-6%
> CN(C)c1nc(OCCNC(=O)Nc2ccccc2)nc(N2CCCCC2)n1
  -9%	8%	20%	-1%	1%	-2%	1%	-13	-4%	-6%
> COc1ccc([N+](=O)[O-])cc1NC(=O)CSc1nccc(C)n1
  ?	7%	?	-7%[46.1 µM]	-3%	-2%	6%	-12	0%	9%
> O=Cc1ccc(OC(=O)/C=C/c2ccccc2)cc1
  4%	-48%[inhibitor]	18%	5%	12%	1%	2%	2	-5%	33%[activator]
> CC(NC(=O)CCNC(=O)c1ccccc1Cl)c1ccc(-n2ccnc2)cc1 (stereo not drawn)
  0%	6%	.	6%	0%	-1%	7%	-8	-1%	65%[activator]
> Cc1cccc(N=C2NC(=O)/C(=C/c3cccn3C)S2)c1C
  ?	0%	.	-1%	12%	-9%	-5%	-1	2%	59%[activator]

High-throughput results deposited in PubChem by National Center for Advancing Translational Sciences (NCATS).

A portion of the library; the hit share may differ from the screen's.
